IDH1 mut inh: inhibitors of IDH1 R132H reductase, primary screen, biochemical, plate reader, single point. Isocitrate dehydrogenase [NADP] cytoplasmic (Homo sapiens), O75874. diaphorase/resazurin fluorescence, 60 min. inhibition, % at 10 µM. hit rate 0.18% among 70,000; in the data active = inhibition above about 34%;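 also: 0% = DMSO and 100% = no enzyme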
EZH2 inh: EZH2/PRC2 methyltransferase inhibitors, primary screen, biochemical, DELFIA time-resolved fluorescence, single point. PRC2 H3K27 methylation, DELFIA TRF, 1 h. inhibition, % at 12.5 µM. hit rate 0.35% among 57,000. AID 651548, 2012;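 active = mean inhibition of replicates at least 50% and every single replicate also reaching 50%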;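 also: dimethyl H3K27 on biotinylated H3 21-44 peptide detected by antibody; plate controls were median neutral control wells for no effect and median positive control wells for full effect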
Target sequence (Q15910 whole entry, looked up): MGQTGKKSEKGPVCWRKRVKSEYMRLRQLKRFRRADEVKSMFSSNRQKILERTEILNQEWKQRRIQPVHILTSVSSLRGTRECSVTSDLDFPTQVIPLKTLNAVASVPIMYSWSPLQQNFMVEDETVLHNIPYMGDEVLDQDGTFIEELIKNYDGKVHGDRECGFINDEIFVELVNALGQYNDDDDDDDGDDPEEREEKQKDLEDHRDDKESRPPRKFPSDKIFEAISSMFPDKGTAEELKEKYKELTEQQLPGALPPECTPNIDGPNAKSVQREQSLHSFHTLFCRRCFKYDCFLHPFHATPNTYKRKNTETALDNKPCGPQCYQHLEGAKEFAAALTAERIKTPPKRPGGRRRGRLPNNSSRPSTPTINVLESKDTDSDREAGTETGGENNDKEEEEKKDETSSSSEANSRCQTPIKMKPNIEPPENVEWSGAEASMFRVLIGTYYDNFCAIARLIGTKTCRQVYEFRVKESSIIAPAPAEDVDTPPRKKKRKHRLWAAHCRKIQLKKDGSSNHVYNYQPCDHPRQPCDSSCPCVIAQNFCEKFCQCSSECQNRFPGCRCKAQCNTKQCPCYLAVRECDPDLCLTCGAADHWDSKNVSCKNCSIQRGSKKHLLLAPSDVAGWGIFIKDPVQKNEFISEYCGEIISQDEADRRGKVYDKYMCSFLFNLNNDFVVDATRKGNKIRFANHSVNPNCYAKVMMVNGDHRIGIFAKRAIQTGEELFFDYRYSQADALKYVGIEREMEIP
An asterisk follows results filed as active; x = not tested or not shown; & = joins results of further samples. This is a subset (hit frequency here may not be typical).

SMILES | IDH1 mut inh | EZH2 inh
C[C@H](CO)N1C[C@H](C)[C@H](CN(C)C(=O)c2ccc(F)cc2)Oc2ncc(C#CC3CC3)cc2C1=O | -0.1 | x
CCC(=O)Nc1ccc2c(c1)OC[C@@H](C)N(Cc1ccccn1)C[C@@H](C)[C@H](OC)CN(C)C2=O | -0.4 | -1.2
C[C@H](CO)N1C[C@H](C)[C@@H](CN(C)S(=O)(=O)c2ccccc2)OCc2ccccc2-c2c(n(C)c3ccccc23)C1=O | x | -23.6
CC(C)C#Cc1ccc2c(c1)O[C@H](CN(C)S(C)(=O)=O)[C@@H](C)CN([C@@H](C)CO)S2(=O)=O | 0.2 | -4.3
C[C@@H]1CN([C@H](C)CO)C(=O)c2cc(NC(=O)Nc3ccc(C(F)(F)F)cc3)ccc2O[C@@H]1CN(C)Cc1ccccc1 | 1.9 | -9.9
O=C(Nc1cccc([N+](=O)[O-])c1)Nc1nn(Cc2c(F)cccc2Cl)cc1Br | -0.2 | -0.4
CN(C)C(=O)C[C@H]1C=C[C@@H](NS(=O)(=O)c2ccccc2)[C@H](CO)O1 | 0.4 | 7.9
CNC[C@@H]1Oc2ccc(NC(=O)Nc3c(C)noc3C)cc2C(=O)N([C@H](C)CO)C[C@@H]1C | 2.1 | -5.3
CNC[C@H]1Oc2c(NS(=O)(=O)c3cn(C)cn3)cccc2C(=O)N([C@@H](C)CO)C[C@H]1C | 0.1 | 6.8
C[C@@H]1CN([C@H](C)CO)C(=O)c2cc(NS(C)(=O)=O)ccc2O[C@H]1CN(C)Cc1ccc(C(=O)Nc2ccccc2N)cc1 | 0.3 | 2.3
Cc1ccc(S(=O)(=O)Nc2ccc3c(c2)CC(=O)N([C@H](C)CO)C[C@H](C)[C@H](CN(C)S(=O)(=O)c2ccccc2)O3)cc1 | -0.5 | x
CN(C)CC(=O)Nc1ccc2c(c1)[C@H]1C[C@@H](CC(=O)N3CCCCC3)O[C@@H](CO)[C@H]1O2 | 0.3 | 2.6
Cc1noc(C)c1NC(=O)Nc1cccc2c1O[C@H](CN(C)Cc1ccc(C(=O)Nc3ccccc3N)cc1)[C@@H](C)CN([C@@H](C)CO)C2=O | x | -3.1
CO[C@H]1CN(C)C(=O)c2cc(NS(C)(=O)=O)ccc2OC[C@@H](C)N(CC2CCCCC2)C[C@H]1C | 0.2 | -1.2
CO[C@@H](CN(C)C(=O)c1cnccn1)[C@@H](C)CN([C@@H](C)CO)S(=O)(=O)c1ccccc1 | 0.2 | 6.8
Cc1cc(C(=O)Nc2cccc3c2O[C@H](CN(C)C(=O)Nc2cccc4ccccc24)[C@@H](C)CN([C@@H](C)CO)C3=O)n(C)n1 | 0.6 | 0.7
CC(C)NC(=O)Nc1cccc2c1O[C@H](CN(C)Cc1ccc(-c3ccccc3)cc1)[C@@H](C)CN([C@@H](C)CO)C2=O | x | -6.4
C[C@H]1CN([C@@H](C)CO)C(=O)c2cc(-c3ccccc3)cnc2O[C@H]1CN(C)Cc1ccc(C(=O)O)cc1 | 0.0 | 6.2
C[C@@H]1CCCCO[C@@H](CN(C)Cc2ccc(C(=O)O)cc2)[C@@H](C)CN([C@@H](C)CO)C(=O)c2cc(NC(=O)C3CCCCC3)ccc2O1 | 1.3 | x
COc1ccc(-c2cnc3c(c2)C(=O)N([C@@H](C)CO)C[C@H](C)[C@H](CN(C)Cc2ccccn2)O3)cc1 | -1.1 | -6.8
CS(=O)(=O)Nc1ccc2c(c1)[C@@H]1C[C@@H](CC(=O)NCc3ccccc3)O[C@@H](CO)[C@@H]1O2 | 0.0 | 0.7
CC(=O)c1ccc(NC(=O)CN(C)S(=O)(=O)c2ccc(Cl)cc2)cc1 | 0.0 | 16.9
C[C@H](CO)N1C[C@H](C)[C@H](CN(C)C(=O)c2ccccc2)OCCCC[C@H](C)Oc2ccc(N(C)C)cc2C1=O | -2.2 | 0.5
COCC(=O)N(C)C[C@@H]1Oc2cc(C#CC3CC3)ccc2S(=O)(=O)N([C@H](C)CO)C[C@@H]1C | x | -19.0
C[C@@H]1CN([C@H](C)CO)C(=O)Cc2cc(NS(=O)(=O)c3cn(C)cn3)ccc2O[C@H]1CN(C)Cc1ccccc1 | 2.3 | 3.2

Among those listed so far, these contain fluorine:
SMILES | IDH1 mut inh | EZH2 inh
C[C@H](CO)N1C[C@H](C)[C@H](CN(C)C(=O)c2ccc(F)cc2)Oc2ncc(C#CC3CC3)cc2C1=O | -0.1 | x
C[C@@H]1CN([C@H](C)CO)C(=O)c2cc(NC(=O)Nc3ccc(C(F)(F)F)cc3)ccc2O[C@@H]1CN(C)Cc1ccccc1 | 1.9 | -9.9
O=C(Nc1cccc([N+](=O)[O-])c1)Nc1nn(Cc2c(F)cccc2Cl)cc1Br | -0.2 | -0.4

More records follow:
SMILES | IDH1 mut inh | EZH2 inh
O=C(O)CCCCCC(=O)N/N=C/c1ccccn1 | 0.4 | 10.2
C[C@@H]1CN([C@@H](C)CO)C(=O)c2cc(NC(=O)C3CC3)ccc2O[C@H]1CN(C)S(=O)(=O)c1ccccc1 | -0.4 | x
C[C@H](CO)N1C[C@H](C)[C@H](CN(C)C(=O)C2CC2)Oc2ncc(C#Cc3ccccc3)cc2C1=O | -4.3 | -2.6
C[C@@H]1CN([C@H](C)CO)C(=O)c2cccc(NS(C)(=O)=O)c2O[C@@H]1CN(C)C(=O)Nc1cccc2ccccc12 | 2.7 | -8.5
Cc1cc(C)c2oc(-c3cccc(NC(=O)COc4ccc(Cl)cc4)c3C)nc2c1 | 0.5 | -6.5
O=C(O)C[C@@H]1C[C@@H]2c3cc(NC(=O)Nc4ccc(F)cc4)ccc3O[C@@H]2[C@H](CO)O1 | 0.0 | -9.0
CO[C@H]1CN(C)C(=O)c2ccc(NC(=O)C3CCCCC3)cc2OC[C@@H](C)NC[C@H]1C | 0.1 | -12.1
O=C(C[C@@H]1C[C@H]2c3cc(NC(=O)Nc4ccccc4)ccc3O[C@H]2[C@H](CO)O1)NCc1cccc(F)c1 | -0.7 | -3.1
CCOC(=O)c1sc2ncn(CC(=O)Nc3cccc(Br)c3)c(=O)c2c1C | 0.2 | -18.1
CO[C@H]1CN(C)C(=O)c2cc(NS(C)(=O)=O)ccc2OC[C@H](C)N(CC2CCCCC2)C[C@H]1C | -0.1 | 5.9
CCn1c(SCC(=O)Nc2ccc(OC)c(Cl)c2)nnc1-c1ccccc1O | 0.2 | -4.8
O=C(CN1CCOCC1)NCC[C@H]1CC[C@@H](NC(=O)Nc2ccc(F)cc2)[C@@H](CO)O1 | 0.2 | 22.3
C[C@H](CO)N1C[C@H](C)[C@@H](CN(C)C(=O)C2CCCCC2)OCCCC[C@H](C)Oc2ccc(NC(=O)c3ccccc3)cc2C1=O | -1.6 | x
CC(C)(C)[S@@](=O)N1Cc2cc(C(=O)NCCc3ccncc3)nc(-c3cccc(-c4ccncc4)c3)c2[C@H]1CCO | 0.0 | 10.5
CC(C(=O)Nc1ccccc1Cl)N(c1ccccc1)S(C)(=O)=O (stereo unspecified) | 0.2 | 2.7
Cc1noc(C)c1NC(=O)N(C)C[C@@H]1Oc2cc(C#CCN(C)C)ccc2S(=O)(=O)N([C@@H](C)CO)C[C@@H]1C | -0.7 | 10.9
CN(C)c1ccc2c(c1)[C@@H]1C[C@@H](CC(=O)NC3CCCC3)O[C@H](CO)[C@@H]1O2 | -3.2 | 0.3
O=C(NCC[C@H]1CC[C@H](NS(=O)(=O)c2cccc(F)c2)[C@H](CO)O1)C1CCOCC1 | 0.0 | 0.2
O=C(CSc1nnc2ccc3ccccc3n12)Nc1ccc2c(c1)OCCO2 | -0.1 | 0.1
C[C@H](CO)N1C[C@H](C)[C@H](CN(C)S(C)(=O)=O)Oc2cc(C3=CCCCC3)ccc2S1(=O)=O | x | 5.7
C[C@H]1CN([C@@H](C)CO)S(=O)(=O)c2ccc(C3=CCCCC3)cc2O[C@H]1CN(C)C | 2.1 | 16.7
CS(=O)(=O)N(CC(=O)NC1CCCC1)c1ccc(Cl)cc1 | 0.6 | 13.4
NC(=O)COc1ccc(NC(=O)c2cncc(Br)c2)cc1 | 0.1 | -8.1
CNC[C@H]1Oc2c(NC(=O)c3cc(C)nn3C)cccc2C(=O)N([C@@H](C)CO)C[C@@H]1C | 1.4 | x
C[C@H](CO)N1C[C@H](C)[C@@H](CN(C)S(=O)(=O)c2ccccc2)Oc2cc(-c3cccc(F)c3)ccc2S1(=O)=O | -1.0 | -6.5
SMILES | IDH1 mut inh | EZH2 inh
COc1ccc(C#Cc2ccc3c(c2)[C@]2(C(=O)N3)[C@H](c3ccc(OCCO)cc3)N3[C@H](c4ccccc4)[C@H](c4ccccc4)OC(=O)[C@H]3[C@@H]2C(=O)N2CCc3cc(OC)c(OC)cc3C2)cc1 | x | -8.8
C[C@H](CO)N1C[C@H](C)[C@H](CN(C)S(=O)(=O)c2ccc(C#N)cc2)Oc2ncc(/C=C/c3ccccc3)cc2C1=O | 1.8 | 2.8
Cn1c(SCC(=O)Nc2ccc(F)cc2)nnc1-c1cccnc1 | -0.1 | -4.3
O=C(C[C@H]1C[C@H]2c3cc(NC(=O)C4CCC4)ccc3O[C@H]2[C@@H](CO)O1)NC1CCCCC1 | 0.8 | 9.7
C[C@@H]1CN([C@H](C)CO)C(=O)c2cc(C#Cc3cccc(F)c3)cnc2O[C@@H]1CN(C)C(=O)C1CCOCC1 | x | 4.7
Cc1cc(S(=O)(=O)NCc2cccnc2)ccc1F | -0.7 | -2.3
CC(C)Cc1ccc(CN2CC[C@@H](NC(=O)c3ccccc3)C2)cc1 | x | -0.6
C[C@@H]1CN([C@H](C)CO)C(=O)Cc2cc(NC(=O)Cc3ccccc3)ccc2O[C@H]1CN(C)CC1CCCCC1 | -0.6 | -39.8
CO[C@@H]1CN(C)C(=O)c2ccc(NC(=O)Nc3c(C)noc3C)cc2OC[C@H](C)NC[C@@H]1C | 0.1 | 6.7
Cc1noc(C)c1NC(=O)Nc1ccc2c(c1)C(=O)N([C@@H](C)CO)C[C@H](C)[C@@H](CN(C)Cc1ccc3c(c1)OCO3)OCCCC[C@H](C)O2 | 0.2 | x
C[C@@H]1CN([C@@H](C)CO)C(=O)Cc2cc(NS(=O)(=O)c3ccccc3)ccc2O[C@H]1CN(C)C(=O)Nc1ccc(F)cc1 | 0.1 | x
O=C(Nc1ccccc1F)N[C@@H]1CC[C@H](CCNS(=O)(=O)c2ccccc2)O[C@@H]1CO | 0.1 | 28.4
C[C@H]1CN([C@@H](C)CO)S(=O)(=O)c2ccc(-c3ccc(C(=O)N(C)C)cc3)cc2O[C@@H]1CN(C)C(=O)C1CCOCC1 | 0.2 | x
O=C(CCCCC(=O)N/N=C/c1ccc(Oc2ccccc2)cc1)NO | -0.3 | 5.5
Cc1ccccc1-c1cnc2c(c1)C(=O)N([C@@H](C)CO)C[C@H](C)[C@H](CN(C)C(=O)c1ccncc1)O2 | -1.7 | 2.6
NC(=O)C1CCN(C(=O)CSc2nc3ccccc3s2)CC1 | 1.2 | x
C[C@H]1CN([C@@H](C)CO)C(=O)c2cc(NS(=O)(=O)c3ccccc3)ccc2O[C@@H]1CN(C)C(=O)NC1CCCCC1 | 1.4 | 11.8
O=C(NCc1cccnc1)c1cc(-c2ccccc2)on1 | 0.1 | -4.1
COc1ccccc1S(=O)(=O)N[C@@H]1CC[C@@H](CCNC(=O)C2CCCC2)O[C@H]1CO | 0.3 | -13.5
CCCNC(=O)N(C)C[C@@H]1Oc2cc(C#CC(C)(C)O)ccc2S(=O)(=O)N([C@H](C)CO)C[C@H]1C | 0.1 | 20.6&3.1
CO[C@H]1CN(C)C(=O)c2cc(NS(C)(=O)=O)ccc2OC[C@H](C)N(Cc2ccccn2)C[C@@H]1C | 0.3 | 0.5
O=C(Nc1cc(F)ccc1F)N[C@H]1C=C[C@H](CC(=O)N2CCc3ccccc3C2)O[C@@H]1CO | 0.1 | 0.5
COCC(=O)Nc1ccc2c(c1)[C@@H]1C[C@@H](CC(=O)NC3CCCC3)O[C@@H](CO)[C@@H]1O2 | -0.7 | -9.3
COCC(=O)Nc1ccc2c(c1)OC[C@H](C)N(Cc1cncnc1)C[C@@H](C)[C@H](OC)CN(C)C2=O | 0.3 | -0.9
O=C(NO)c1cccc(C(=O)N/N=C/C(Br)=C/c2ccccc2)c1 | 0.3 | -7.1

Shown as tab-separated lines: part of the list above.
Molecule	IDH1 mut inh	EZH2 inh
C[C@H]1CN([C@@H](C)CO)S(=O)(=O)c2ccc(-c3ccc(C(=O)N(C)C)cc3)cc2O[C@@H]1CN(C)C(=O)C1CCOCC1	0.2	x
O=C(CCCCC(=O)N/N=C/c1ccc(Oc2ccccc2)cc1)NO	-0.3	5.5
Cc1ccccc1-c1cnc2c(c1)C(=O)N([C@@H](C)CO)C[C@H](C)[C@H](CN(C)C(=O)c1ccncc1)O2	-1.7	2.6
NC(=O)C1CCN(C(=O)CSc2nc3ccccc3s2)CC1	1.2	x
C[C@H]1CN([C@@H](C)CO)C(=O)c2cc(NS(=O)(=O)c3ccccc3)ccc2O[C@@H]1CN(C)C(=O)NC1CCCCC1	1.4	11.8

The listing continues.
SMILES | IDH1 mut inh | EZH2 inh
CC(=O)CSc1ncnc2scc(-c3ccc(F)cc3)c12 | 0.0 | -10.3
COc1ccc(CCCn2ncc3c2nc(N)n2nc(-c4ccco4)nc32)cc1 | 0.3 | 6.2
O=C(Cc1ccncc1)NCC[C@@H]1CC[C@H](NC(=O)C2CCC2)[C@@H](CO)O1 | 0.8 | -1.4
COCC(=O)Nc1ccc2c(c1)C(=O)N(C)C[C@H](OC)[C@@H](C)CN(CC1CCCCC1)[C@@H](C)CO2 | 0.0 | -21.3
O=C(O)C1=C[C@H](c2ccc3c(c2)Cc2ccccc2-3)C[C@H](OCCCCO)O1 | 0.0 | 4.9
C[C@@H]1CN([C@@H](C)CO)C(=O)c2cc(NC(=O)Cc3ccccc3)ccc2O[C@@H](C)CCCCO[C@H]1CN(C)C(=O)Nc1cccc2ccccc12 | 2.1 | x
CO[C@@H]1CN(C)C(=O)c2cc(NC(=O)Nc3ccc(Cl)c(Cl)c3)ccc2OC[C@H](C)NC[C@H]1C | x | -16.0

Bioassay records: PubChem BioAssay, Broad Institute
